HePTP inh – inhibitors of human HePTP phosphatase, primary screen, biochemical, absorbance, leukemia target. inhibition, % at 20 µM. recombinant HePTP phosphatase activity, OD absorbance. 110,000 tested, 0.64% active; in the data active means inhibition above about 50%;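 further: plate controls were vehicle for no effect and reference inhibitor for full effect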
Target sequence (P35236 whole entry, looked up): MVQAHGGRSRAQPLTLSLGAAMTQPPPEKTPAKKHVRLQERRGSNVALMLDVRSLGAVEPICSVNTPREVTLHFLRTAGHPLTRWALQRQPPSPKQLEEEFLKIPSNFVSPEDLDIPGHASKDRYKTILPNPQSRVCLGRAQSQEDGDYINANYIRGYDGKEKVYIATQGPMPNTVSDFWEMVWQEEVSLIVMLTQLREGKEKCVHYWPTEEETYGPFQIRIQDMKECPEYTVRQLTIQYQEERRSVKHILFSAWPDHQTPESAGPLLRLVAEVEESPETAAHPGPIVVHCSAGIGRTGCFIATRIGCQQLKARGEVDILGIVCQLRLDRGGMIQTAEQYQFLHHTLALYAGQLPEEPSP
BAP1 inh – inhibitors of BAP1 deubiquitinase, primary screen, biochemical, Ub-AMC fluorescence, kinetic | Ubiquitin carboxyl-terminal hydrolase BAP1 (Homo sapiens), Q92560 | recombinant BAP1, Ub-AMC hydrolysis fluorescence kinetic; stronger effect = lower value | activity remaining (% of control), % at 20 µM | 72,000 tested, 0.48% active | AID 436, 2006;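 active means activity remaining at or below 50% of control, provided the compound also passes the data quality filters; inactive means the rest, including low values that fail the filters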;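 further: 100% = DMSO wells rate and 0% = substrate alone blank rate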
Target sequence (Q92560 whole entry, looked up): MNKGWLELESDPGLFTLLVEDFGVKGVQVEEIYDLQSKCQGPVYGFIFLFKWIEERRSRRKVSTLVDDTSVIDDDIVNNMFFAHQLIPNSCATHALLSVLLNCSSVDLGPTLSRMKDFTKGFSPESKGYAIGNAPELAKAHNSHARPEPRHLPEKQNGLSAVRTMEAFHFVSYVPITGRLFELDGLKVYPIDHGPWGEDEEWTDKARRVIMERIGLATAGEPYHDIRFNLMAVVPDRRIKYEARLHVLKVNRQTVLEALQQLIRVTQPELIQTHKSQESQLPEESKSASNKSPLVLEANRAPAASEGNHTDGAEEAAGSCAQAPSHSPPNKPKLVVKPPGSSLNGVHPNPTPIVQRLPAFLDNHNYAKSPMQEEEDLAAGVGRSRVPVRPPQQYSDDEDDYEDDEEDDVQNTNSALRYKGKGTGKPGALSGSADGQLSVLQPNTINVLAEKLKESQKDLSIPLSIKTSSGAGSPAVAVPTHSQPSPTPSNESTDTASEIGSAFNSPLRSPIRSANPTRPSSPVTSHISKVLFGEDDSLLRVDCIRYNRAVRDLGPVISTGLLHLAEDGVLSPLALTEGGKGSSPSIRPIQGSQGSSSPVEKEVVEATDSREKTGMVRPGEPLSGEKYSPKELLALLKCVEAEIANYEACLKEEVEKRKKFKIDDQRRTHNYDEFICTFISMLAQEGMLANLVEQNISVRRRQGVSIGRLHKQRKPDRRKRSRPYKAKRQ
* marks the source's active call; other numbers are inactive results; / = no result given; & = joins results of further samples.

Sequence of screens: HePTP inh, BAP1 inh
> NC(=O)c1c(NC(=O)COc2ccc(Cl)cc2Cl)sc2c1CCCCCC2
→ 1.9, /
> O=C(NCCCN1CCOCC1)c1ccccc1I
→ /, 122.2
> Cc1cccc(NC(=O)CSc2nnc(-c3ccccc3)n2N)c1
→ -3.8, /
> COC(=O)CCN(C(C)=O)c1ccc(N)cc1
→ 9.7, 142.4
> C=CCN1C(=O)/C(=C\C(C)=C\c2ccccc2)SC1=S
→ -3.8, /
> CCC(=O)Oc1ccc(C(CC)C(CC)c2ccc(OC(=O)CC)cc2)cc1 (stereo not drawn)
→ 3.4, /
> CC1=C(C(N)=O)C(C2CCCCC2)C(C#N)=C(N)O1 (stereo not drawn)
→ -1.6, /
> COC(=O)c1cc(NC(=O)C2COc3ccccc3O2)cc(C(=O)OC)c1 (stereo not drawn)
→ 4.7, 95.8
> CCOc1ccccc1C(=O)Nc1nc(-c2ccc(Cl)cc2)cs1
→ -4.9, /
> O=S1(=O)CC(NCc2ccccc2)C(Nc2ccccc2)C1 (stereo not drawn)
→ -0.4, 105.3
> CCN1C(=O)CSC1=NC1C2CC3CC(C2)CC1C3 (stereo not drawn)
→ 0.0, /
> CCc1nnc(NC(=O)CCC(=O)N2CCN(C3CCCCC3)CC2)s1
→ 2.4, 97.2
> CCN1CCN(C(=O)CCCCCn2c(=O)[nH]c3cc(C(=O)OC)ccc3c2=O)CC1
→ 2.8, 58.9
> Nc1nonc1C(=O)NCCNC(=O)CCc1ccccc1
→ 3.2, /
> Cc1c(NC(=O)Nc2cccc(Cl)c2)c(=O)n(-c2ccccc2)n1C
→ 7.0&-3.0, 103.6
> O=C1Oc2ccccc2C(=O)/C1=C/c1ccccc1O
→ 7.3, /
> O=C(O)CSc1ccc(C(F)(F)F)cc1
→ -1.8, /
> Oc1ccccc1/C=N/Nc1cc(N2CCOCC2)nc(N2CCOCC2)n1
→ -7.7, /
> COc1ccc(C(=O)Nc2cc3nn(-c4ccc(OC)cc4)nc3cc2C)cc1
→ -2.4, /
> COc1ccc(CCNC(=O)C(=O)NCc2cccnc2)cc1
→ 4.2, /
> CCCCn1c(NCCO)nc2ccccc21
→ -1.3, /
> COc1cc(NC(=O)NCCN2CCN(c3ccc(Cl)cc3)CC2)ccc1C
→ 11.0, 56.0
> COc1cccc(-c2nnc3sc(-c4ccccn4)nn23)c1
→ 5.6, 101.4
> CCCc1cc(C(N)=O)c(NC(=O)c2ccoc2C)s1
→ 8.1, /
> Cn1c(SCCCC(=O)c2ccccc2)nnc1-c1ccncc1
→ 8.5, 120.0
> Cc1ccc(S(=O)(=O)N=C(CSC(N)=O)Nc2ccccc2C)cc1
→ /, 57.9
> Cn1ccc(C(=O)OCC(=O)c2ccccc2)n1
→ -1.7&-5.7, 98.0
> O=C1C2ON(c3ccccc3)C(c3cccc([N+](=O)[O-])c3)C2C(=O)N1Cc1ccccc1 (stereo not drawn)
→ 10.0, /
> Cc1ccccc1-n1c(O)c(C=Nc2ccccc2F)c(=O)[nH]c1=O
→ 11.3, /
> Cc1ccc(-c2nc3ccccc3[nH]2)cc1NC(=O)c1ccco1
→ 9.5, 95.0
> COc1ccc2nc(NCCCNC(=O)c3cc(OC)c(OC)c(OC)c3)c(C#N)cc2c1
→ 8.4, 93.5
> CCCc1cc(C(=O)Nc2nccs2)cs1
→ -4.7, 115.0
> CCOC(=O)c1cccc(NC(=O)Nc2cc(OC)ccc2OC)c1
→ 9.3, 101.7
> Cc1ccc(S(=O)(=O)C2(S(=O)(=O)c3ccc(C)cc3)CCCC2)cc1
→ 7.0, 95.7
> CCOC(=O)CSc1nc2sc3c(c2c(=O)[nH]1)CCCC3
→ 4.3&-4.5, 98.2
> COc1cccc(N2C(=O)CC(N3CCC(C)CC3)C2=O)c1 (stereo not drawn)
→ 1.6, /
> CCCCCn1c(N2CCN(c3cccc(Cl)c3)CC2)nc2c1c(=O)[nH]c(=O)n2C
→ 4.0, 61.8
> NC(=O)c1ncn([C@@H]2O[C@H](CO)[C@@H](O)[C@H]2O)n1
→ /, 98.2
> Cc1cc(NC(=O)COC(=O)CCC(=O)c2ccc(F)cc2)no1
→ 4.2, 112.0
> CCOC(=O)c1cc(-c2ccncc2)nc2c1c(C)nn2-c1ccccn1
→ 5.5, 105.7
> O=S(=O)(c1ccc(Br)s1)N1CCN(c2ccccc2)CC1
→ 5.6, 111.8
> CS(=O)(=O)NCc1ccc(C(=O)NCCOc2ccccc2)cc1
→ -5.7, 121.7
> COC(=O)c1cc(-c2ccc([N+](=O)[O-])cc2)nc2ccccc12
→ /, 66.1
> O=C1C/C(=C/NCCc2ccc(O)cc2)C(=O)N1
→ -11.8, /
> O=c1[nH]cnc2c1nnn2Cc1ccccc1
→ 2.8, /
> Cc1c(-c2ccc(Cl)s2)nc2ccccc2c1C(=O)O
→ 8.1, /
> Cc1sc2ncnc(SCC(=O)NC(=O)NCc3ccco3)c2c1C
→ 27.5, 100.5
> CCOC(=O)C1=C(C)N=c2s/c(=C\c3cc(Cl)c(O)c(OC)c3)c(=O)n2C1c1ccccc1 (stereo not drawn)
→ 0.4, /
> CCOC(=O)c1cc(-c2ccc(OC)c(OC)c2)no1
→ /, 117.5
> Cc1cccc(C(=O)N2CCN(c3ccccc3)CC2)c1
→ 7.6, /
> O=C(NCCN1CCOCC1)c1cc(-c2cccs2)nc2ccccc12
→ 1.7, /
> CCCC1=NN(C(=O)c2cccc(Cl)c2)C(O)(C(F)(F)F)C1 (stereo not drawn)
→ 9.8, /
> COc1ccc(N2C3=C(C(=O)CC(C)(C)C3)C(c3ccccc3)C3=C2c2ccccc2C3=O)cc1 (stereo not drawn)
→ /, 81.5
> O=C(O)c1cnn2c1NC(c1ccc(F)cc1)CC2C(F)(F)F (stereo not drawn)
→ 14.7&-1.3, 92.1
> Cn1nccc1C(=O)Nn1cnnc1
→ 3.5, 101.7
> COc1ccc(C2=NOC(C(=O)NC(C)(C)C)C2)cc1 (stereo not drawn)
→ -3.4, 93.7
> Cc1ccc(Cl)cc1N(Cc1ccc(C(=O)NCC2CCCO2)cc1)S(=O)(=O)c1ccccc1 (stereo not drawn)
→ /, 93.6
> Nc1sc2c(c1C(=O)Nc1ccccc1)CCCC2
→ 12.5, /
> Nc1nc(-c2ccccc2)c(-c2ccccc2)n1N
→ -8.6, /
> CCn1c(SCC(=O)Nc2ccc(OCc3ccccc3)cc2)nnc1-c1ccco1
→ 6.2, 107.4

22 of the compounds above, as tab-separated lines:
canonical_smiles	HePTP inh	BAP1 inh
Cc1cc(NC(=O)COC(=O)CCC(=O)c2ccc(F)cc2)no1	4.2	112.0
CCOC(=O)c1cc(-c2ccncc2)nc2c1c(C)nn2-c1ccccn1	5.5	105.7
O=S(=O)(c1ccc(Br)s1)N1CCN(c2ccccc2)CC1	5.6	111.8
CS(=O)(=O)NCc1ccc(C(=O)NCCOc2ccccc2)cc1	-5.7	121.7
COC(=O)c1cc(-c2ccc([N+](=O)[O-])cc2)nc2ccccc12	/	66.1
O=C1C/C(=C/NCCc2ccc(O)cc2)C(=O)N1	-11.8	/
O=c1[nH]cnc2c1nnn2Cc1ccccc1	2.8	/
Cc1c(-c2ccc(Cl)s2)nc2ccccc2c1C(=O)O	8.1	/
Cc1sc2ncnc(SCC(=O)NC(=O)NCc3ccco3)c2c1C	27.5	100.5
CCOC(=O)C1=C(C)N=c2s/c(=C\c3cc(Cl)c(O)c(OC)c3)c(=O)n2C1c1ccccc1 (stereo not drawn)	0.4	/
CCOC(=O)c1cc(-c2ccc(OC)c(OC)c2)no1	/	117.5
Cc1cccc(C(=O)N2CCN(c3ccccc3)CC2)c1	7.6	/
O=C(NCCN1CCOCC1)c1cc(-c2cccs2)nc2ccccc12	1.7	/
CCCC1=NN(C(=O)c2cccc(Cl)c2)C(O)(C(F)(F)F)C1 (stereo not drawn)	9.8	/
COc1ccc(N2C3=C(C(=O)CC(C)(C)C3)C(c3ccccc3)C3=C2c2ccccc2C3=O)cc1 (stereo not drawn)	/	81.5
O=C(O)c1cnn2c1NC(c1ccc(F)cc1)CC2C(F)(F)F (stereo not drawn)	14.7&-1.3	92.1
Cn1nccc1C(=O)Nn1cnnc1	3.5	101.7
COc1ccc(C2=NOC(C(=O)NC(C)(C)C)C2)cc1 (stereo not drawn)	-3.4	93.7
Cc1ccc(Cl)cc1N(Cc1ccc(C(=O)NCC2CCCO2)cc1)S(=O)(=O)c1ccccc1 (stereo not drawn)	/	93.6
Nc1sc2c(c1C(=O)Nc1ccccc1)CCCC2	12.5	/
Nc1nc(-c2ccccc2)c(-c2ccccc2)n1N	-8.6	/
CCn1c(SCC(=O)Nc2ccc(OCc3ccccc3)cc2)nnc1-c1ccco1	6.2	107.4

(cont.)
Sequence of screens: HePTP inh, BAP1 inh
> Cc1cc(NC(=O)CSc2ccc3nnc(-c4ccccc4)n3n2)no1
→ 1.2, 95.7
> CC(=O)Oc1cccc(N2C(=O)CCC2=O)c1
→ -9.5, /
> C=CCc1ccccc1OCCOc1ccc(/C=c2\sc3nc4ccccc4n3c2=O)cc1OCC
→ 7.5, /
> CCn1c(COc2ccc(C)cc2)nnc1SCC(=O)Nc1cc(OC)ccc1OC
→ 3.8, 103.7
> O=C(/C=C\Nc1ccccn1)c1ccccc1
→ 4.2&-4.1, 68.0
> Cn1c(SCC(=O)NCc2ccco2)nc2ccccc2c1=O
→ -9.8, 66.9
> COc1cc(C(=O)NC2CC3CCCC(C2)N3CC(=O)Nc2ccccc2)cc(OC)c1OC (stereo not drawn)
→ -0.7, 94.0
> Cc1cc(NC(=O)COC(=O)CCCOc2ccc(Cl)cc2C)no1
→ 12.1, 88.8
> O=C(O)c1ccc(CSCc2ccccc2F)o1
→ 0.5, 84.4
> O=C(NCCc1c[nH]c2ccccc12)c1cc(S(=O)(=O)N2CCCCC2)ccc1N1CCOCC1
→ -3.5, 87.1
> CCC1CCCCN1C(=O)COc1cc(=O)n(C)c2ccccc12 (stereo not drawn)
→ -1.0, 85.5
> O=C(CN1C(=O)/C(=C\c2ccccc2Cl)SC1=S)Nc1cc([N+](=O)[O-])ccc1O
→ 4.7, /
> CCCOC(=O)c1ccc(NC(=O)COc2ccc(Cl)cc2)cc1
→ /, 69.1
> O=C(c1nc2ncccn2n1)N1CCc2ccccc2C1
→ 4.7, 64.5
> CCCN(CCC)C(=O)CCS(=O)(=O)c1cccc2nsnc12
→ 7.7, /
> CSc1nc(SCC(=O)NCc2ccco2)c2c3c(sc2n1)CN(C)CC3
→ 4.7, /
> Cc1ccc2nc(-c3ccccc3C)oc(=O)c2c1
→ -4.6, /
> Cc1ccc(S(=O)(=O)NCCCCCC(=O)N(C)C)cc1
→ -8.0, 102.5
> C/C(=N\N=C1\NC(=O)C(CC(=O)Nc2ccc(C)c(Cl)c2)S1)c1ccc(F)cc1 (stereo not drawn)
→ 1.4, /
> Cc1ccc(NC(=O)CCNS(=O)(=O)c2ccc3c(c2)oc(=O)n3C)cc1
→ 3.6, 86.5
> Cc1cccc(OCC(=O)NC2CCCCCC2)c1
→ -9.5, /
> Cc1cc(C)nc(NC(=O)CSc2nn(C)c(=S)s2)n1
→ -5.8, 111.9
> CC(=O)Nc1ccc(N/C=C/C(=O)C(C)(C)C)cc1
→ 1.8, 84.6
> O=C(CCNc1cccc(C(F)(F)F)c1)c1cccs1
→ 0.9, /
> CCCC(=O)c1ccc(N2CCN(C(=O)CCC)CC2)c(F)c1
→ 7.6, /
> Cc1nc(NCc2ccc3c(c2)OCO3)c2oc3ccccc3c2n1
→ -5.5, 96.4
> COc1ccc(/C=C/C(=O)O)cc1S(=O)(=O)Nc1cccc(C(=O)O)c1
→ 9.9, /
> COc1cc(N=Cc2c(O)n(-c3ccccc3F)c(=O)[nH]c2=O)cc(OC)c1
→ -7.2, /
> CCNC(=O)CCc1nc(-c2ccc(C(C)(C)C)cc2)no1
→ -10.7, 100.0
> CCOC(=O)c1sc(NC(=O)c2ccc(C)o2)nc1C
→ -2.6&-15.0, 85.2
> C1=C(N2CCOCC2)/C(=C/c2nc3ccccc3[nH]2)CC1
→ 8.7, 83.8
> CCOC(=O)N1CCC(NC(=O)c2cc(C(=O)Nc3cccc(OC)c3)ccc2CO)CC1
→ 7.8, 109.8
> COc1cc(C2Nc3ccc4ccccc4c3C3=C2C(=O)CC(C)(C)C3)ccc1OCC#N (stereo not drawn)
→ -8.3, /
> Brc1ccccc1-c1nnc(CSc2nnnn2-c2ccccc2)o1
→ 6.4, 64.9
> O=C(O)c1cc(S(=O)(=O)NCc2ccco2)ccc1Cl
→ /, 89.3
> COc1ccc(C2C(C(=O)N3CCN(C)CC3)c3ccccc3C(=O)N2C2CCCCC2)cc1 (stereo not drawn)
→ 11.1, 95.3
> COc1cc(C(=O)OCCCN2CCCN(CCCOC(=O)c3cc(OC)c(OC)c(OC)c3)CC2)cc(OC)c1OC
→ /, 87.8
> CCOC(=O)N1CCC(NC(=O)c2cnn3c2NC(c2ccco2)CC3C(F)(F)F)CC1 (stereo not drawn)
→ 8.7, 54.5
> O=C1NC(=S)N(c2ccc(Cl)cc2)C(=O)/C1=C/C=C/c1ccccc1
→ 61.9*, /
> Nc1nnc(SCc2cccc(C(F)(F)F)c2)s1
→ 11.8, 103.3
> O=C(C1CCN(S(=O)(=O)c2cccnc2)CC1)N1CCN(c2ccccc2Cl)CC1
→ 3.7, 113.9
> CCC(=NCCN1CCNCC1)C1=C(O)CC(C)(C)CC1=O
→ 9.6, 131.8
> c1ccc(C(Cc2nc(-c3cccnc3)no2)c2ccccc2)cc1
→ 2.2, 97.4
> CCOc1ccc(C2=C/C(=C/c3ccc(C)o3)C(=O)O2)cc1
→ -3.8, /

Assay outcomes from PubChem BioAssay.
